Source: PubChem BioAssay
rTrxR1 inhibitor: blocks rat thioredoxin reductase 1. O89049. recombinant rTrxR1, NADPH fluorescence consumption, selenite substrate. Potency, µM (titrated, usually from 114 µM), for the others: at the top dose activity change, negative = inhibition, actives largely listed as inhibitors. 1% of 390,000 active; also: potency is read from the fitted curve at half-maximal effect; % is scaled to controls: 0 for no effect and ±100 for the full control effect; nearly all actives have a fitted effect of over 65% in size
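Rat TrxR1 (90 nM in the dispensed reagent) was pre-reduced with 400 uM NADPH for 5 min at room temperature, then incubated with compound for 15 min. After 400 uM selenite was added, NADPH fluorescence (Ex 340/Em 450 nm) was followed for 8 min.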
USP1 inh: blocks the human USP1/UAF1 deubiquitinase complex; recombinant USP1/UAF1, Ub-Rhodamine cleavage fluorescence; AID 743255; Potency, µM (top dose mostly 57.1 µM), for the others: at the highest dose activity change, negative = inhibition, most hits filed as inhibitors; O94782; 0.23% of 390,000 active; also: potency is read from the fitted curve at half-maximal effect; % is scaled to controls: 0 for no effect and ±100 for the full control effect; nearly all actives have a fitted effect of over 60% in size; inactives centre near -12
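Step one: compound is pinned into 1nM USP1/UAF1 in HEPES pH 7.8 buffer with TCEP. Step two: 15 min room-temperature incubation. Step three: Ub-Rho (150nM final) starts cleavage, tracked by fluorescence over six one-minute reads.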
TrxR1 substrate: is turned over as a substrate by rat TrxR1; O89049; purified TrxR1 substrate turnover, NADPH consumption readout; Potency, µM (titrated, usually from 114 µM), without a hit: top-dose activity change, negative = substrate turnover; 0.01% of 390,000 active; also: potency is read from the fitted curve at half-maximal effect; % is scaled to controls: 0 for no effect and ±100 for the full control effect; nearly all actives have a fitted effect of over 50% in size
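Rat TrxR1, dispensed at 90 nM, was prereduced with 400 uM NADPH (final) for 5 min at ~22 deg C, then incubated with compound 15 min before 400 uM selenite. A first-read NADPH fluorescence drop versus no-compound background flagged substrates.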
RGS4 inhibitor: inhibitors of human regulator of G protein signaling 4 | P49798 | Transcreener GDP fluorescence polarization, RGS4-accelerated GTP hydrolysis | Potency, µM (top dose mostly 114 µM), inactives show top-dose activity change, negative = inhibition, actives largely listed as inhibitors | 0.039% of 390,000 active; also: potency is read from the fitted curve at half-maximal effect; % is scaled to controls: 0 for no effect and ±100 for the full control effect; nearly all actives have a fitted effect of over 75% in size; some results filed as inactive show a strong effect at the top dose
Target sequence (P49798 whole entry, looked up): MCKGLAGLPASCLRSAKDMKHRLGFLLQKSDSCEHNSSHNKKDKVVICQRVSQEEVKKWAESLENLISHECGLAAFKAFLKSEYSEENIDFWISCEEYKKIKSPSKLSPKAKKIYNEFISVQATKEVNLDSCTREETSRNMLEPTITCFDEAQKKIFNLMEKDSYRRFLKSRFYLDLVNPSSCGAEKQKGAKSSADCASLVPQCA
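MLSMR compounds (23 nl, pin-transferred) preincubated 10 min at room temperature with a 500nM (2x) first reagent, then RGS4 at 900nM (2x) plus Transcreener GDP mix added; fluorescence polarization (620/688 nm) read before and after 90 min at 30 °C.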
Vif-APOBEC3F blk: inhibitors of Vif-A3F interaction; Potency, µM (doses to about 46.1 µM), without a hit: at the top dose activity, negative = active; HeLa A3F-eYFP + Vif (tagged APOBEC3F with the HIV-1 protein that degrades it), YFP fluorescence increase; 0.2% of 390,000 active; AID 602313; also: potency is read from the fitted curve at half-maximal effect; % of control where 0% means no effect; nearly all actives have a fitted effect of over 65% in size
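HeLa cells stably expressing A3F-eYFP plus Vif, plated and incubated overnight at 37 deg C, then exposed to compounds overnight at 37 deg C. Blocked degradation read as raised yellow fluorescence (Ex 488/Em 500-530).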
Glioma ERSR ind: induces the endoplasmic reticulum stress response in human glioma cells | U87-MG GRP78 promoter luciferase reporter, 16 h | Potency, µM, inactives show at the top dose activation, usual class: activators | 0.02% of 420,000 active; also: potency is read from the fitted curve at half-maximal effect; series mostly up to about 76 µM; % of control where 0% means no effect; nearly all actives have a fitted effect of over 35% in size
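Stably transfected U87-MG glioma cells carrying a GRP78-based luciferase sensor; 16 h compound incubation. Luminescence end-point read 10 min after Bright-Glo addition at room temperature.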
mIDH1 inhibitor: blocks human mutant IDH1 R132H enzyme | O75874 | IDH1-R132H enzyme, NADPH consumption, diaphorase/resazurin fluorescence | Potency, µM (titrated, usually from 76.6 µM), inactives show at the highest dose activity change, negative = inhibition, most hits filed as inhibitors | 0.093% of 390,000 active; also: potency is read from the fitted curve at half-maximal effect; % is scaled to controls: 0 for no effect and ±100 for the full control effect; nearly all actives have a fitted effect of over 65% in size
Target sequence (O75874 whole entry R132H, stated change not applied): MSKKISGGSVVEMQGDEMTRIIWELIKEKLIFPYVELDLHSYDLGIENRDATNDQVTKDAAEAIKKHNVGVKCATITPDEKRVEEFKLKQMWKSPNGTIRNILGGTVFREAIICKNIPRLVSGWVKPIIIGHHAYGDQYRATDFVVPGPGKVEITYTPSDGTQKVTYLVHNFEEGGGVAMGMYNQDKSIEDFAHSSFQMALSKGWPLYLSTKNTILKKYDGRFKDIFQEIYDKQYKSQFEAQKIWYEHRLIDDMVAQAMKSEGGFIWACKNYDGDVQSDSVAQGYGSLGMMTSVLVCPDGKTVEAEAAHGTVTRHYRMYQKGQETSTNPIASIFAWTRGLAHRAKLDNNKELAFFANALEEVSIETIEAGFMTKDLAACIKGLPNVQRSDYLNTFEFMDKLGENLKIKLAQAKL
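IDH1-R132H (0.5 ug/mL dispensed) in pH 7.5 Tris buffer was preincubated 30 min with compound, then given a substrate mix of 0.016 mM NADPH and 2 mM alpha-KG for 80 min at room temperature; remaining NADPH was read by diaphorase/resazurin fluorescence.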
LDHA block: LDHA (human) enzyme inhibition; P00338; purified LDHA, NADH/diaphorase-resazurin fluorescence; hits give low values; activity change, % (values are at about 110 or 230 µM); 0.15% of 480,000 active; in the data active = activity change below about -30%; inconclusive = mostly about -25% to -30%;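 also: plate controls were DMSO wells for no effect and wells without enzyme for full effect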
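Enzyme activity of human lactate dehydrogenase 5 (2 nM; 0.06 mM NADH, 0.2 mM pyruvate, 5 min, RT) is measured via a resazurin/diaphorase fluorescence readout of residual NADH.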
Vif-A3G inh: inhibitors of Vif-APOBEC3G interaction; Q9HC16; HeLa A3G-eYFP + Vif (tagged APOBEC3G with the HIV-1 protein that degrades it), YFP fluorescence, overnight; Potency, µM (doses to about 46.1 µM), for the others: at the highest dose activity, negative = active, usual class: inhibitors; 0.076% of 410,000 active;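 also: potency is read from the fitted curve at half-maximal effect; % is scaled to controls: 0 for no effect and ±100 for the full control effect; nearly all actives have a fitted effect of over 60% in size; hits raise eYFP signal because A3G escapes Vif-driven loss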
Target sequence (Q9HC16 whole entry, looked up): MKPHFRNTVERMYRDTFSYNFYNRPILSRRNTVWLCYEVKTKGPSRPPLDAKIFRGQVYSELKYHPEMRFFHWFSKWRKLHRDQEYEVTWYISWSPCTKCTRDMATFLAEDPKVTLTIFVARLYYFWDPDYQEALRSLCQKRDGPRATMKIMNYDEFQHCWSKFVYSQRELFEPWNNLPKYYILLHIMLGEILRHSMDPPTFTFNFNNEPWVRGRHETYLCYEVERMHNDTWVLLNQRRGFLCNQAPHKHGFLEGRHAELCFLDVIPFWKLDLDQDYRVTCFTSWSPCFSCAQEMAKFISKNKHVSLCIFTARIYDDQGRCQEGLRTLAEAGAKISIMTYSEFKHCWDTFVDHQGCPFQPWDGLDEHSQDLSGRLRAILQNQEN
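HeLa cells stably expressing Vif and C-terminally eYFP-tagged A3G, seeded overnight at 37 deg C, then exposed to compound by pintool overnight at 37 deg C. Rise in yellow fluorescence (Ex 488/Em 500-530, Acumen) marks blocked Vif-driven A3G degradation.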
The depositor's hits bear a star; ? = inconclusive; . = not tested or not shown; & = joins results of further samples; [ ] = another dose, or the depositor's remark. Unless noted, calls follow the shape of the dose curve; as a rule, active = well fitted curve in the direction sought with a large enough effect; inconclusive = small, poorly fitted or top-dose-only effect, or another doubt; inactive = no such curve, though single readings can be large; an effect the other way counts as inactive or inconclusive. Some of the compounds tested; the hit share may differ from the screen's.

1) O=C(Cn1c(=O)cnc2ccccc21)NNC(=O)c1ccc(Cl)cc1
2) O=C(Nc1cc(Cl)ccc1Cl)C1CCCO1 (stereo not drawn)
3) CC(OC(=O)c1cccc(Cl)c1)C(=O)NC1CCCCC1C (stereo not drawn)
4) COc1cc(CNC2CCCCCC2)cc(OC)c1OC
5) NS(=O)(=O)c1ccc(CNC(=O)c2cc(-c3cccnc3)nc3ccccc23)cc1
6) COc1cccc(NC(=O)c2ccc(C(=O)c3ccccc3)o2)c1
7) Cc1ccc(C2(C)NC(=O)N(CC(=O)Nc3ccccc3N3CCCCC3)C2=O)cc1 (stereo not drawn)
8) COc1ccc(COC(=O)C2=C(C)NC(=O)NC2c2ccccc2OC(C)C)cc1 (stereo not drawn)

Screen / compound no. | 1 | 2 | 3 | 4 | 5 | 6 | 7 | 8
rTrxR1 inhibitor | 23% | 10%[57.1 µM] | 16% | -4% | 8%[57.1 µM] | -6% | 6% | 15%[57.1 µM]
USP1 inh | -13% | -6% | -13% | -13% | -6% | -14% | -8% | -21%
TrxR1 substrate | 6% | -8%[57.1 µM] | 1% | -3% | 10%[0.0914 µM] | -15% | 1% | 2%[57.1 µM]
RGS4 inhibitor | 14% | -8% | 16% | -14% | -10% | 13% | -17% | -16%
Vif-APOBEC3F blk | 7% | 3% | 5% | 0% | 3% | 3% | -26% | 13%
Glioma ERSR ind | -4% | -3% | -4% | -2% | -7% | 3% | 0% | -3%
mIDH1 inhibitor | -4% | 0% | 14% | 5% | -2% | -10% | -1% | 0%
LDHA block | -5 | -6 | -3 | -9 | -4 | 0 | -1 | -3
Vif-A3G inh | -1% | -1% | 1% | 0% | 0% | -1% | -1% | -6%

9) COc1ccccc1OCC(=O)Nc1ccncc1
10) CCCCn1c(N)c(N(CCOC)C(=O)CSc2n[nH]c(-c3ccc(C)cc3)n2)c(=O)[nH]c1=O
11) N#Cc1cc(-c2ccccc2)cnc1Sc1ccc(Cl)cc1
12) COC(=O)c1ccccc1NC(=O)c1cnc2c(-c3cccc(C)c3)c(C)nn2c1C
13) O=C(NCc1ccco1)c1cc(-c2ccncc2)nc2ccccc12
14) O=C(CCn1cnnn1)N1CCCC(Nc2ccc(F)c(F)c2)C1 (stereo not drawn)
15) CCN(CC)S(=O)(=O)c1ccc2c(c1)c(C(=O)O)cn2C
16) C/C(=N/Nc1ccnc2cc(Cl)ccc12)c1ccc(O)cc1

Screen / compound no. | 9 | 10 | 11 | 12 | 13 | 14 | 15 | 16
rTrxR1 inhibitor | 24% | -7% | 26% | 9%[57.1 µM] | -6% | -19% | 0%[57.1 µM] | 12%[57.1 µM]
USP1 inh | -22% | -9% | -19% | -4% | -4% | -11% | 2% | -5%
TrxR1 substrate | 4% | -9% | 14% | 3%[57.1 µM] | 0% | -2% | 2%[57.1 µM] | -6%[57.1 µM]
RGS4 inhibitor | 4% | 20% | 19% | -11% | 8% | 0% | -7% | -26%
Vif-APOBEC3F blk | 2% | 3% | -9% | -4% | -1% | 0% | 3% | 1%
Glioma ERSR ind | 1% | -1% | 1% | -4% | -4% | -1% | -1% | -7%
mIDH1 inhibitor | 0% | 3% | 2% | 12% | 1% | 9% | -1% | 0%
LDHA block | -2 | -9 | -7 | 4 | 3&5 | 11 | 8 | 3
Vif-A3G inh | 2% | 2% | -7% | 2% | 3% | 1% | -5% | 2%

17) CCOc1ccccc1C(C(=O)NCCOC)N(CCOC)C(=O)Cn1nnc2ccccc21 (stereo not drawn)
18) COC(=O)C1=C(O)/C(=C\c2cc(C)n(-c3ccccc3C)c2C)N=C1C
19) O=c1c[n+]([O-])c2ccccc2n1OCc1ccccn1
20) Cc1cccc2cc3c(N)c(C(=O)Nc4ccc(N5CCOCC5)cc4)sc3nc12
21) Cc1nnc(NC(=O)C2=COCCO2)s1
22) Cc1ccccc1-n1c(SCC(=O)Nc2ccc(Cl)cc2Cl)nc(O)cc1=O
23) CC(=O)CSc1nc2cc3c(cc2cc1C#N)OCCO3
24) CCCCN(C)C(=O)Cn1ncc2c3ccccc3n(CCC)c2c1=O

Screen / compound no. | 17 | 18 | 19 | 20 | 21 | 22 | 23 | 24
rTrxR1 inhibitor | 20%[57.1 µM] | -26% | 5% | 0% | 4%[57.1 µM] | 2% | 1%[57.1 µM] | 49%[activator][57.1 µM]
USP1 inh | -13% | -9% | -16% | 0% | 4% | -16% | 8% | -9%
TrxR1 substrate | 2%[57.1 µM] | -7% | 6% | 0% | -1%[57.1 µM] | 3% | -7% | 14%[57.1 µM]
RGS4 inhibitor | -7% | -6% | -18% | -40% | 14% | -17% | -1% | -7%
Vif-APOBEC3F blk | 12% | 0% | -11% | ? | 4% | 0% | ? | ?
Glioma ERSR ind | -2% | 4% | -3% | -2% | 3% | -2% | -4% | -6%
mIDH1 inhibitor | 1% | -2% | 4% | 2% | -16% | 6% | 4% | 4%
LDHA block | -2 | -3 | 2 | -7 | -12 | -5 | -1 | 2
Vif-A3G inh | 1% | -1% | ? | 13µM* | 0% | -22% | -26% | 0%

Overlap with the part before: 2 entries, then new ones.
23) CC(=O)CSc1nc2cc3c(cc2cc1C#N)OCCO3
24) CCCCN(C)C(=O)Cn1ncc2c3ccccc3n(CCC)c2c1=O
25) COc1ccc(Nc2cc(C)nc3c(C)cccc23)cc1OC
26) COc1ccccc1OCC(=O)OCC(=O)Nc1ncc(Cl)cc1Cl
27) O=C(NCCN1CCCCCC1)C1CC(=O)N(CCc2ccccc2)C1 (stereo not drawn)
28) CN(C)S(=O)(=O)c1cccc(NC(=S)NCCc2ccccn2)c1
29) CC(C)Cc1nnc(NC(=O)CCS(=O)(=O)c2ccc(Cl)cc2)s1
30) CCN(CC)C(=O)c1cn(CCC#N)nc1-c1ccc2c(c1)OCCO2
31) CCc1ccc(NC(=O)Cn2c(=O)nc(-c3ccccc3F)c3cc(Cl)ccc32)cc1
32) COc1ccc(F)cc1C(=O)C1CCCN(Cc2cccn2-c2ccccn2)C1 (stereo not drawn)

Screen / compound no. | 23 | 24 | 25 | 26 | 27 | 28 | 29 | 30 | 31 | 32
rTrxR1 inhibitor | 1%[57.1 µM] | 49%[activator][57.1 µM] | -15%[57.1 µM] | 15%[57.1 µM] | -14% | -18% | -12% | 8% | 8%[57.1 µM] | -6%[57.1 µM]
USP1 inh | 8% | -9% | 3% | -3% | -23% | -17% | -15% | -22% | -18% | -13%
TrxR1 substrate | -7% | 14%[57.1 µM] | -7%[57.1 µM] | 5%[57.1 µM] | -1% | 3% | 3% | -3% | -3%[57.1 µM] | -4%[57.1 µM]
RGS4 inhibitor | -1% | -7% | 16% | 36% | -4% | -8%[56.9 µM] | 0% | 8% | -12% | 9%
Vif-APOBEC3F blk | ? | ? | -2% | 5% | -10% | 5% | 1% | 5% | 5% | -21%
Glioma ERSR ind | -4% | -6% | -2% | -3% | -5% | -3% | -7% | -3% | -2% | -4%
mIDH1 inhibitor | 4% | 4% | 2% | -6% | 6% | -3% | 9% | 1% | 4% | -8%
LDHA block | -1 | 2 | 1 | -5&-12 | -10 | -11 | -3 | -7 | 2 | -13
Vif-A3G inh | -26% | 0% | 2% | -7% | 0% | 3% | -7% | 5% | 3% | 2%

33) COc1ccc(CCNC(=O)c2cc(S(=O)(=O)N3CCC4(CC3)OCCO4)ccc2F)cc1OC
34) CNc1nc(-c2ccc3c(c2)CCN3C(=O)c2cccc(F)c2)cs1
35) CCOc1ccc(C(=O)N/N=C/c2ccccc2[N+](=O)[O-])cc1
36) CSCCC(NC(=O)OC(C)(C)C)C(=O)Oc1ccc2c(=O)c(-c3ccc4c(c3)OCCO4)coc2c1 (stereo not drawn)
37) CC1(C)N=C(N)N=C(N)N1c1ccc(OCC(=O)N2CCOCC2)cc1
38) O=C(Nc1ncnc2sc3c(c12)CCCCC3)c1ccccc1
39) CC(=O)Oc1ccc2nc(-c3ccco3)oc(=O)c2c1
40) Cc1ccccc1Cn1cc(S(=O)(=O)c2ccc(F)cc2)c(=O)c2cc3c(cc21)OCO3
41) CC(NC(=O)c1ccc2ccccc2n1)c1ccccc1 (stereo not drawn)

Screen / compound no. | 33 | 34 | 35 | 36 | 37 | 38 | 39 | 40 | 41
rTrxR1 inhibitor | 10% | 0% | -33% | ? | . | -15% | -12% | 15% | 23%
USP1 inh | -6% | -21% | -2% | -11% | 1% | -18% | -24% | -20% | -31%
TrxR1 substrate | 5% | -10% | -25% | -8% | . | 1% | -7% | 4% | 5%
RGS4 inhibitor | 16% | -21% | -44% | -1% | . | 26% | -51%[56.9 µM] | 11% | 9%
Vif-APOBEC3F blk | 2% | -8% | 2% | . | 1% | 0% | 10% | 2% | -6%
Glioma ERSR ind | -4% | 4% | -4% | -10% | -8% | 0% | -3% | -2% | 0%
mIDH1 inhibitor | 0% | 6% | -2% | 6% | -12% | -1% | -9% | -2% | -7%
LDHA block | -3 | -3 | -5 | -4 | -17 | 0 | -14 | 0 | 0
Vif-A3G inh | 2% | -9% | -6% | 0% | -5% | -10% | 3% | -3% | -6%
